# Screens from PubChem.
# FEN1 inhibitor: qHTS Assay for the Inhibitors of Human Flap endonuclease 1 (FEN1); P39748; Recombinant FEN1 flap cleavage, fluorescence, 15 min; Potency, µM (doses to about 114 µM), for inactives: top-dose activity change, negative = inhibition, hits mostly inhibitors; 390,000 compounds, 0.35% hits; note: nearly all actives have a fitted effect of over 65% in size
# Target sequence (P39748 whole entry, looked up): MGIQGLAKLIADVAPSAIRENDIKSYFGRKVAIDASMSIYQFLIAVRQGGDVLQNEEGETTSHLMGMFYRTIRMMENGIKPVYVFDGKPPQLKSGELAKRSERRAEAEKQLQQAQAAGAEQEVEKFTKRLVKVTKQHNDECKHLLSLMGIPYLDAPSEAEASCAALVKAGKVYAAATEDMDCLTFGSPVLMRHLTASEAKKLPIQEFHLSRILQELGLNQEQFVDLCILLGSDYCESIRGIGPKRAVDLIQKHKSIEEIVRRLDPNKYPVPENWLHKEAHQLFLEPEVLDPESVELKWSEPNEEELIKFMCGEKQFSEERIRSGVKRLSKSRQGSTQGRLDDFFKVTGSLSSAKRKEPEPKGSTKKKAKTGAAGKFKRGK
#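 Recombinant FEN1 (10 nM) was preincubated with pin-transferred compounds for 15 min at room temperature, then flap DNA substrate (50 nM final) was added. Plates were read at 0 and 15 min, and normalized concentration–response data were fitted to a four-parameter Hill equation.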
# DT40 TDP1 CPT: qHTS for Inhibitors of human tyrosyl-DNA phosphodiesterase 1 (TDP1): qHTS in cells in presence of CPT | chicken DT40 Tdp1-/-;hTDP1 cells + 20 nM CPT, ATP luminescence, 48 h | Potency, µM (titrated, usually from 46.2 µM), without a hit: top-dose activity change, negative = growth inhibition, hits mostly inhibitors | 420,000 compounds, 12% hits; note: nearly all actives have a fitted effect of over 55% in size
#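 Cell growth measured by CellTiter-Glo luminescence after a minimum 48 h, 37 C compound exposure with 20 nM CPT in Tdp1-knockout DT40 cells stably expressing hTDP1, seeded 400/well; qHTS titration format.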
# N370S GC: qHTS Assay for Inhibitors and Activators of N370S glucocerebrosidase as a Potential Chaperone Treatment of Gaucher Disease; Lysosomal acid glucosylceramidase (Homo sapiens), P04062; N370S GC spleen homogenate, 4MU-glucoside fluorescence; Potency, µM (doses to about 59.4 µM), for inactives: top-dose activity change, negative = inhibition, usual class: inhibitors; 330,000 compounds, 0.092% hits;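 note: 0% = full enzyme activity and -100% = no enzyme basal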
# * marks the source's active call; other numbers are inactive results; u = inconclusive; x = no result given. Calls come from the whole dose curve; as a rule, active = well fitted curve in the direction sought with a large enough effect; inconclusive = small, poorly fitted or top-dose-only effect, or another doubt; inactive = no such curve, though single readings can be large; an effect the other way counts as inactive or inconclusive. Unless noted, % is set by controls: 0 for no effect and ±100 for the full control effect; potency is the fitted concentration of half-maximal effect. Some of the compounds tested; count on the stated rates, not on these rows.
SMILES,FEN1 inhibitor,DT40 TDP1 CPT,N370S GC
COc1ccc(OCC(=O)NNC(=O)c2ccccc2OCc2c(C)noc2C)cc1,-13%,-3%,4%
O=C(Cc1ccccc1[N+](=O)[O-])Nc1nccs1,4%,8.2µM*,-4%
CCc1nnc(NC(=O)CCC(=O)N2CCC(Cc3ccccc3)CC2)s1,-5%,u,-8%
CCn1c(N)c(C(=O)Nc2ccccc2C(=O)OC)sc1=S,-2%,u,4%
CCOC(=O)Cc1csc(NC(=O)C(NC(=O)C2CCCCC2)C(C)C)n1 (stereo unspecified),0%,-29%,-6%
Cc1cc(=O)[nH]c(SCC(=O)N2CCCc3ccccc32)n1,-15%,-1%,4%
O=C1/C(=C\c2ccco2)NC(=S)N1c1ccccc1,-12%,-13%,-13%
Cc1cc(C)n2nc(C(=O)OCC(=O)Nc3cc(Cl)ccc3C)nc2n1,13%,-22%,x
O=C(NNC(=O)C1CC=CCC1)c1ccccc1Cl (stereo unspecified),1%,11%,5%
Cc1ccc2c(C)cc[n+](CCCS(=O)(=O)[O-])c2c1,36%,-5%,15%
COc1ccccc1NC(=O)CSC1=NC(=O)C(Cc2ccccc2)C(=O)N1 (stereo unspecified),3%,1%,4%
C[n+]1c(-c2ccccc2)sc([S-])c1-c1ccccc1,-12%,23µM*,x
CCOC(=O)N1CCN(C(=O)CN(c2cccc(Cl)c2C)S(=O)(=O)c2ccc(C)cc2)CC1,0%,21µM*,x
CC(=O)c1ccc(OCC(O)CN(C)CCOc2ccc(Br)cc2)cc1 (stereo unspecified),-12%,u,-10%
O=C1C(=Cc2ccco2)CCCC1=Cc1ccco1,u,23µM*,x
O=C(Nc1nnc(-c2ccco2)s1)C1CC1,-2%,4%,-1%
O=C(CN1CCN(Cc2ccccc2)CC1)N/N=C/c1cccs1,16%,7%,-10%
Cc1cc([N+](=O)[O-])nn1CCCC(=O)NC1CCCCC1,-3%,-9%,-3%
Cc1cn2c(-c3ccc(Cl)cc3)nnc2s1,3%,u,3%
CCOc1ccc(Nc2ncnc3c2cnn3C)cc1,3%,u,0%
CCOc1cc(NC(=S)Nc2cccc(OC)c2)c(OCC)cc1NC(=O)C1CC1,-2%,-14%,-8%
COc1ccccc1-c1cc(C(=O)N2CCN(c3ccccc3OC)CC2)no1,u,18µM*,0%
CS(=O)(=O)N(Cc1ccccc1)c1ccc(C(=O)NCCSc2ccccn2)cc1,12%,-17%,-2%
Cc1ccc(NC(=O)c2nc[nH]c2C(=O)N2CCCCC2)c(C(=O)c2ccccc2)c1,-2%,-28%,-5%
COc1ccc(C2C(C(=O)N3CCOCC3)=C(C)NC3=C2C(=O)CC(C)(C)C3)c(OC)c1 (stereo unspecified),-18%,-9%,-7%

# (further entries)
SMILES,FEN1 inhibitor,DT40 TDP1 CPT,N370S GC
O=[N+]([O-])c1cccc(/C=N/Nc2cc(Cl)nc(-c3ccccc3)n2)c1,-2%,u,7%
Cc1ccc(N(CC(=O)N2CCc3ccccc32)S(=O)(=O)c2cccs2)cc1,-1%,u,11%
CS(=O)(=O)Nc1ccc(C(=O)Nc2ccc(S(=O)(=O)N3CCCC3)cc2)cc1,7%,-10%,-21%
Cc1nn(CC(=O)NCC(C)c2ccccc2)c(=O)c2cc3occc3n12 (stereo unspecified),17%,5%,0%
Cc1n[nH]c(=O)c2c1nnn2Cc1ccc(F)cc1,17%,-5%,1%
CC(=O)Nc1ccc(S(=O)(=O)NCCC(=O)OCC(=O)c2ccccc2)cc1,3%,-28%,-3%
CC(=O)N=c1c(C#N)cc2c(=O)n3cccc(C)c3nc2n1Cc1ccco1,-21%,-16%,7%
O=C(CCCN1C(=O)c2ccccc2C1=O)Nc1nnc(C2CC2)s1,0%,13%,0%
Cc1nc2nc(SCC(=O)NCCCN3CCCC(C)C3)nn2c(C)c1Cc1ccccc1Cl (stereo unspecified),-1%,u,3%
COc1cccc(C2NC(=O)NC(C)=C2C(=O)Nc2cc(OC)ccc2OC)c1 (stereo unspecified),-5%,-14%,3%
Cc1n[nH]c(=S)n(/N=C/c2cccs2)c1=O,2%,u,7%
Cc1noc(C)c1CSc1nc2ccccc2c(=O)n1-c1ccccc1,-20%,6.5µM*,u
CCN(CC)C(=O)Oc1ccc2c(=O)c(-c3ccc(OC)cc3)c(C)oc2c1,2%,-22%,-12%
Cc1ccccc1-c1nsc(SCC(=O)NCc2ccc3c(c2)OCO3)n1,12%,6%,8%
NC(=S)NN=C1C2CC3CC(C2)CC1C3,-4%,u,-7%
CC(C)C(CO)N1CCN(Cc2ccccc2)CCC1=O (stereo unspecified),1%,3%,-10%
CCn1cnnc1SCC(=O)c1c(N)n(C2CC2)c(=O)[nH]c1=O,-3%,-1%,x
O=S(=O)(CCNCCc1ccccc1)NCc1ccccc1,0%,-6%,x
Cc1c(C(=O)N/N=C/c2ccc(N(C)C)cc2)[nH]c2ccc(Cl)cc12,6%,5.8µM*,5%
[O-][n+]1c2ccccc2cc2ccccc21,u,u,u
CCOC(=O)c1cc(S(=O)(=O)N2CCN(C(=O)OCC)CC2)cn1C,-5%,-30%,5%
Cc1nn(CC(=O)N(CC(C)C)C2CCS(=O)(=O)C2)c(C)c1[N+](=O)[O-] (stereo unspecified),4%,-1%,x
CCOC(=O)c1c(NC(=S)NC)sc2c1CC(C)(C)SC2,-11%,9%,16%
CC(=O)Nc1ccc(S(=O)(=O)N2CCN(CC(=O)N3CCOCC3)CC2)cc1,2%,-14%,-2%
Cc1nc2ccc(NC(=O)[C@@H](NC(=O)c3c(F)cccc3F)C(C)C)cc2s1,-13%,-16%,x

# Profiles, quoted from the list. Order of values: FEN1 inhibitor | DT40 TDP1 CPT | N370S GC
# CCOC(=O)Cc1csc(NC(=O)C(NC(=O)C2CCCCC2)C(C)C)n1 (stereo unspecified) in the list: 0% | -29% | -6%
# CC(=O)Nc1ccc(S(=O)(=O)NCCC(=O)OCC(=O)c2ccccc2)cc1 in the list: 3% | -28% | -3%
# COc1ccccc1NC(=O)CSC1=NC(=O)C(Cc2ccccc2)C(=O)N1 (stereo unspecified) in the list: 3% | 1% | 4%
# CC(=O)c1ccc(OCC(O)CN(C)CCOc2ccc(Br)cc2)cc1 (stereo unspecified) in the list: -12% | u | -10%

# A different layout for 2 compounds above.
O=S(=O)(CCNCCc1ccccc1)NCc1ccccc1
  FEN1 inhibitor: 0% | DT40 TDP1 CPT: -6% | N370S GC: x
Cc1c(C(=O)N/N=C/c2ccc(N(C)C)cc2)[nH]c2ccc(Cl)cc12
  FEN1 inhibitor: 6% | DT40 TDP1 CPT: 5.8µM* | N370S GC: 5%

# Random excerpt: four compounds from above, in no set order.
SMILES,FEN1 inhibitor,DT40 TDP1 CPT,N370S GC
Cc1c(C(=O)N/N=C/c2ccc(N(C)C)cc2)[nH]c2ccc(Cl)cc12,6%,5.8µM*,5%
CC(C)C(CO)N1CCN(Cc2ccccc2)CCC1=O (stereo unspecified),1%,3%,-10%
Cc1nn(CC(=O)N(CC(C)C)C2CCS(=O)(=O)C2)c(C)c1[N+](=O)[O-] (stereo unspecified),4%,-1%,x
Cc1ccccc1-c1nsc(SCC(=O)NCc2ccc3c(c2)OCO3)n1,12%,6%,8%

# (list continues)
SMILES,FEN1 inhibitor,DT40 TDP1 CPT,N370S GC
C=Cc1ccc(Cn2nc(-c3ccccc3)ccc2=O)cc1,-21%,u,u
O=C1CCc2cc(S(=O)(=O)NCCC(=O)N3CCN(c4cccc(Cl)c4)CC3)ccc2N1,-6%,26µM*,-15%
CN(Cc1ccccc1)C(=O)c1[nH]cnc1C(=O)N[C@@H](CCCCNC(=O)OC(C)(C)C)C(=O)OC(C)(C)C,-1%,16µM*,-5%
CCCCC(=O)Nc1cccc(C(=O)N/N=C/c2ccc(OC)cc2OC)c1,-12%,-3%,-6%
Cc1cc(NC(=O)c2ccc3c(c2)C(=O)N(C(C)(C)C)C3=O)no1,-4%,0%,7%
Cc1cccc(OCc2nc(C#N)c(NCCN(C)C)o2)c1,17%,-2%,-3%
Cc1ccc(SCC(=O)Nc2cc(C)on2)cc1,-14%,u,-3%
Nc1cc(-c2nn[nH]n2)ccc1F,-8%,-3%,1%
CC1=Nc2cc(C(=O)NCC3CCCO3)ccc2Sc2ccc(C)cc21 (stereo unspecified),29%,0.58µM*,-1%
Cc1cccc(C(=O)NCc2nnc(SCC(=O)NC3=NCCS3)n2C)c1,3%,u,-2%
FC(F)(F)COc1nc(OCC(F)(F)F)nc(N2CCN(c3ccccc3)CC2)n1,-2%,-30%,9%
COc1cccc(C2/C(=C(/O)c3ccc4c(c3)CC(C)O4)C(=O)C(=O)N2c2nnc(C)s2)c1 (stereo unspecified),-20%,-18%,-6%
COC(=O)c1ccc(NS(=O)(=O)c2ccc3c(c2)n(C)c(=O)c(=O)n3C)cc1,-5%,8%,x
O=c1cc(-c2cccc(O)c2)oc2ccc(O)cc12,x,u,8%
CCC(C)(C)NC(=O)C1CCN(c2nc(C)cc(C)n2)CC1,1%,u,9%
COc1ccc(CNC(=O)C2CCCN(S(=O)(=O)c3ccc4c(c3)C(C)(C)C(=O)N4C)C2)cc1 (stereo unspecified),19%,-14%,2%
Cc1cc(OCC(=O)N(Cc2sccc2C)C2CCS(=O)(=O)C2)ccc1Cl (stereo unspecified),4%,u,x
COC(=O)c1ccc(/C=C/C(=O)c2cccc(OC)c2)cc1,-1%,u,1%
COc1ccccc1OCCn1cc(C(=O)C(C)C)c2ccccc21,15%,u,-2%
Cc1nn(-c2nc(-c3ccco3)cc(C(F)(F)F)n2)c(C)c1Br,-14%,3%,x
CCOc1ccc(-c2cc(C(=O)NCc3ccc(OC)cc3)c3c(-c4ccc(F)cc4)[nH]nc3n2)cc1,0%,0%,x
O=C(O)C1CCN(C(=O)CSc2nnc(-c3ccccc3)o2)CC1,-5%,5%,x
CCn1c(CN2CCCCC2)nc2cc(NC(=O)c3ccccc3[N+](=O)[O-])ccc21,20%,u,x
O=C(COCc1cc(-c2ccc(F)cc2)on1)Nc1cc(Cl)ccc1O,-12%,u,x
CC1(C)OC2C(CO)OC(n3cnc4c(=S)nc[nH]c43)C2O1 (stereo unspecified),1%,-2%,2%

# (continued)
SMILES,FEN1 inhibitor,DT40 TDP1 CPT,N370S GC
C/C(=N\NC(=S)Nc1ccc(C(C)C)cc1)c1ccc2c(c1)OCO2,-14%,u,-7%
On1c(-c2ccc(Cl)cc2)nc2ccccc21,-2%,-28%,-30%
CCNS(=O)(=O)c1ccc(CCC(=O)NC2CCCC2)cc1,6%,-2%,10%
Cc1sc2ncnc(SCC(=O)Nc3ncccc3O)c2c1C,u,-15%,x
CCOC(=O)Cn1ccc(-c2ccccc2)c(C#N)c1=O,18%,-1%,0%
O=C(C1CCCN(S(=O)(=O)c2ccccc2[N+](=O)[O-])C1)N1CCN(c2ccccc2)CC1 (stereo unspecified),u,-21%,17%
COc1cc(/C=C/c2ccc3cccc(O)c3n2)cc(Br)c1OC,-17%,12µM*,-6%
CCC1(C)Cc2c(sc3nc(SCC(=O)O)[nH]c(=O)c23)CO1 (stereo unspecified),1%,-15%,3%
O=c1c2ccccc2c(/C=N/c2n[nH]c(CCCO)n2)c(O)n1-c1ccccc1Cl,-4%,u,-11%
CN(c1ccccc1)S(=O)(=O)c1ccc(C(=O)N2CCN(c3ccccc3F)CC2)cc1,-17%,-25%,x
COC(=O)C1=C(Nc2ccc(C)cc2)C=C(C)C(C(=O)OC)C1c1ccc(F)cc1 (stereo unspecified),6%,u,4%
Cc1ccc(NC(=O)CN(C)C(=O)c2cc(C)on2)cc1,2%,-13%,x
CCC(C)c1ccccc1NC(=O)C(C)Sc1n[nH]c(N)n1 (stereo unspecified),7%,-13%,x
CCn1c(SCC(=O)NC2CCS(=O)(=O)C2)nnc1-c1ccccc1 (stereo unspecified),0%,12%,-5%
CSc1ncccc1C(=O)N1CCCC(C(=O)c2ccc3ccccc3c2)C1 (stereo unspecified),u,u,-7%
O=C(/C=C/c1ccccc1)c1ccc2c(c1)OCO2,5%,18µM*,8%
Cc1cc(NC(=O)CSCC(=O)OCC(=O)Nc2ccc(OC(F)F)cc2)no1,-1%,-4%,x
Cc1ccc(S(=O)(=O)N2C=CC(C(F)(F)F)=NCC2)cc1,0%,-9%,5%
CCOC(=O)C1CCN(S(=O)(=O)c2cn(C)cn2)CC1,18%,-3%,-16%
O=C(CN1CCC(NC(=O)c2ccc(Br)cc2)CC1)NCc1cccs1,21%,-6%,2%
COc1cc(-c2nc3cnccn3c2Nc2ccc(C)cc2)ccc1O,3%,u,-13%
CN(C)S(=O)(=O)c1cccc(NC(=S)N2CCCCC2CO)c1 (stereo unspecified),0%,-27%,-10%
COc1ccc(C(=O)Nc2ccc3nc(N4CCCCC4)cc(C)c3c2)c(OC)c1,-16%,-24%,-3%
CCC(=O)N1CCN(c2nnc(-c3ccccc3)c3ccccc23)CC1,9%,-3%,-11%
Cc1ccc(N2CCN(C(=O)C3CCN(S(=O)(=O)c4ccc5c(c4)oc(=O)n5C)CC3)CC2C)cc1 (stereo unspecified),-9%,5.8µM*,x
CCOC(=O)C(=CNc1ccc2c(c1)CCN2C(C)=O)C(=O)OCC,11%,21µM*,2%
